Source: PubChem BioAssay
ERAP1 inh = blocks human ERAP1 aminopeptidase activity | inhibition, % at 10.7 µM | recombinant ERAP1, Leu-AMC fluorescence, 60 min | Q9NZ08 | actives 0.15% (n = 340,000) | AID 652197;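 active means mean replicate inhibition of at least 30%, or all replicates individually reaching that 30% level; inactive means mean below 30% and not every replicate reaching it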;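 further: 0% = neutral control wells and 100% = L-leucinethiol positive control wells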
INS-1E GSIS act = GLuc luminescence reporter in INS-1E cells, primary screen for activators of glucose-dependent secretion of insulin. INS-1E GLuc reporter insulin secretion, 2-3 h. activation, % at 16.6 µM. actives 0.61% (n = 370,000). AID 743287;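 active means lowest replicate activation of at least 40%, so every replicate reaches that level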;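 further: 0% = median of neutral control wells and 100% = median of IBMX positive control wells; some compounds called inactive have numbers as strong as hits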
ARNT-TACC3 inh = disruptors of human ARNT/TACC3 interaction; Q9Y6A5; AlphaScreen His-ARNT PAS-B/GST-TACC3 binding, luminescence; TACC3 fragment carries E629A point mutation; inhibition, % at 9.99 µM; actives 0.66% (n = 390,000); AID 623870;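 active means mean inhibition of replicates at least 50% and at least half of replicates each reaching 50%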;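 further: 0% = complete ARNT plus TACC3 wells and 100% = ARNT alone without TACC3; many hits fall short of the cut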
F508del corr = correctors of CFTR F508del function in bronchial epithelial cells; activity (quench increase), % at 7.58 µM; AID 720511; CFBE cells, YFP halide quenching; stimulated with forskolin plus potentiator P3; % fluorescence drop versus neutral controls; actives 0.36% (n = 350,000);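 active means mean added fluorescence quench of at least 8% versus neutral control, with both replicates also reaching 8%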;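 further: cells transiently co-express mutant CFTR-F508del with the halide-sensitive YFP; corrector assay measuring rescue of mutant channel to the surface after 24 h compound exposure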
esBAF inh = blocks esBAF chromatin remodeling in mouse ES cells. actives 2% (n = 350,000). reporter increase, % at 12.5 µM. Bmi1-luciferase knock-in reporter, 24 h; 100% = twice the neutral-well signal; in the data active means activation above about 40%;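 further: 0% = median of the plate's neutral control wells and 100% = double that signal; a rise in the Bmi1 reporter signal indicates esBAF inhibition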
RAD54 branch = RAD54 (human) branch migration inhibition | Q92698 | RAD54 Holliday junction branch migration, FAM/BHQ fluorescence | inhibition, % at 10.4 µM | actives 0.14% (n = 360,000) | AID 602329;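 active means mean normalized replicate activity at least 40 and at least half of replicates scoring 40 or more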;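 further: 0% = median of neutral control wells and 100% = median of positive control wells; inhibitors cause a drop in the FAM fluorescence signal; in these data hits start at about 50%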
Target sequence (Q92698 whole entry, looked up): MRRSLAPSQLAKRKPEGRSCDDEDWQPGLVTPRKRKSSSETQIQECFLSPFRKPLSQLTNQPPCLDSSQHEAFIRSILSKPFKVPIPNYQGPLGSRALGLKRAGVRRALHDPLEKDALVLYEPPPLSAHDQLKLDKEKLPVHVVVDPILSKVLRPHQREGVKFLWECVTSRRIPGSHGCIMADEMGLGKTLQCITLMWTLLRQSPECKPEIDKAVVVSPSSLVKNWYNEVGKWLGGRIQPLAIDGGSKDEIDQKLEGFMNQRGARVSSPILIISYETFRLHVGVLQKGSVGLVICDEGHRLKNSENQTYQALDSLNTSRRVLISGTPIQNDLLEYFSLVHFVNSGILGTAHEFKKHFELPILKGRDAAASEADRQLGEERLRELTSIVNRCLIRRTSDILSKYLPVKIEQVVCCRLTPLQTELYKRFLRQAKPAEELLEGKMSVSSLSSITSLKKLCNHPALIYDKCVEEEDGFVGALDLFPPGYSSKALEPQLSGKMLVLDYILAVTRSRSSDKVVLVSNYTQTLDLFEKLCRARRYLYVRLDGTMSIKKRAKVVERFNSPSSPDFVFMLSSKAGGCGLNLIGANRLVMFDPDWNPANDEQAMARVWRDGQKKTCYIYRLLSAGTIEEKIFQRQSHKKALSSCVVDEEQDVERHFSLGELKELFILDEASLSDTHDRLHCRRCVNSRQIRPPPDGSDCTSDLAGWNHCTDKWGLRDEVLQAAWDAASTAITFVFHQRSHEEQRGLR
RAD52 anneal inh = RAD52 (human) annealing inhibition; recombinant RAD52 DNA annealing, FRET fluorescence; inhibition, % at 18.7 µM; AID 651710; actives 0.46% (n = 360,000); P43351;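 active means every replicate showing at least 50% inhibition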
XiGFP reactiv = reactivates the inactive X chromosome in mouse fibroblasts. XiGFP mouse fibroblasts, % GFP-positive cells imaging, 3 d; cells co-treated with 5-aza-dC sensitizer; scaled so ellipticine positive control = 100%. activation, % at 7.58 µM. actives 0.055% (n = 360,000). AID 743238;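 active means mean normalized replicate activation at least 10% and every replicate at or above 10%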;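 further: 0% = median of on-plate neutral control wells and 100% = ellipticine 6 µM median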
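material = 68-5-11 XiGFP fibroblast line | medium = DMEM plus 5-aza-dC sensitizer | schedule = 3 days compound exposure | benchmarks = positive control ellipticine, 6 µM final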
Numbers without * were called inactive.

C[C@H]1CN([C@@H](C)CO)S(=O)(=O)c2ccc(C#CC3CC3)cc2O[C@@H]1CN(C)Cc1cccc(F)c1 was read as ERAP1 inh 1, INS-1E GSIS act -1, ARNT-TACC3 inh -1, F508del corr 1.6, esBAF inh -7, RAD54 branch 4, RAD52 anneal inh 3 and XiGFP reactiv -0.8.
For C[C@H](NC(=O)C[C@@H]1CC[C@@H]2[C@H](COC[C@H](O)CN2C(=O)Nc2cc(Cl)cc(Cl)c2)O1)c1ccccc1 the results were ERAP1 inh 0, INS-1E GSIS act -12, ARNT-TACC3 inh 9, F508del corr 2.6, esBAF inh 0, RAD54 branch 3, RAD52 anneal inh 7 and XiGFP reactiv 0.2.
Cc1cc(NC(=O)CSc2nc(C3CCCCC3)nc3ccccc23)no1 was read as INS-1E GSIS act -7, ARNT-TACC3 inh -9, esBAF inh 6 and RAD54 branch -4.
COc1cc(NC(=O)c2cccs2)c(OC)cc1NC(=O)CCC(=O)Nc1cccc2ncccc12 was read as ERAP1 inh 3, INS-1E GSIS act 13, ARNT-TACC3 inh 14, F508del corr -1.5, RAD52 anneal inh -37 and XiGFP reactiv 0.3.
COc1ccc(NC(=S)NCc2cccs2)cc1OC was read as ERAP1 inh 0, INS-1E GSIS act 4, ARNT-TACC3 inh 1, F508del corr -2.2, esBAF inh 1, RAD54 branch -5, RAD52 anneal inh -8 and XiGFP reactiv -0.2.
CN(Cc1ccccc1)C1CCCN(C(=O)c2ccc(Cl)s2)C1 (stereo not given) was read as ERAP1 inh 0, INS-1E GSIS act 0, ARNT-TACC3 inh 0, F508del corr -3.2, esBAF inh -3, RAD54 branch 8, RAD52 anneal inh -4 and XiGFP reactiv 0.3.
`O=C(COC(=O)CCc1c[nH]c2ccccc12)NCCc1ccccc1` gave ERAP1 inh 2, INS-1E GSIS act 1, ARNT-TACC3 inh -26, F508del corr 0.5, esBAF inh 13, RAD54 branch 0, RAD52 anneal inh -4 and XiGFP reactiv -0.2.
For CCc1noc(C)c1C(=O)OC(C)C(=O)c1c(C)[nH]c2ccccc12 (stereo not given) the results were ERAP1 inh 1, INS-1E GSIS act -58, ARNT-TACC3 inh -8, F508del corr 1.0, esBAF inh 5, RAD54 branch -6, RAD52 anneal inh 8 and XiGFP reactiv 0.0.
`O=C1OCc2nc3cc4c(cc3c(-c3ccc(F)cc3)c21)OCO4` gave ERAP1 inh 0, INS-1E GSIS act 9, ARNT-TACC3 inh 0, F508del corr 0.9, esBAF inh 0, RAD54 branch 2, RAD52 anneal inh 0 and XiGFP reactiv 0.1.
COCCNC(=O)c1cc(-c2ccncc2)nc2ccc(S(=O)(=O)N3CCOCC3)cc12 was read as ERAP1 inh -2, INS-1E GSIS act 7, ARNT-TACC3 inh 2, F508del corr -1.0, RAD52 anneal inh -12 and XiGFP reactiv 0.0.
O=C(CCn1c(=O)oc2ccccc21)Nc1cccc(Cl)c1 was read as ERAP1 inh 3, INS-1E GSIS act -2, ARNT-TACC3 inh -6, F508del corr 2.6, esBAF inh 3, RAD54 branch -6, RAD52 anneal inh -2 and XiGFP reactiv 0.1.
`C[C@H]1CN([C@@H](C)CO)C(=O)c2cc(C#CC3(O)CCCC3)cnc2O[C@@H]1CN(C)Cc1ccncc1` gave ERAP1 inh -4, INS-1E GSIS act 9, ARNT-TACC3 inh -5, F508del corr -1.5, esBAF inh -3, RAD54 branch 1, RAD52 anneal inh -2 and XiGFP reactiv 0.0.
For COc1cccc(NC(=S)N2CCn3cccc3C2c2cccnc2)c1 (stereo not given) the results were ERAP1 inh -2, INS-1E GSIS act -5, ARNT-TACC3 inh -12, F508del corr -2.9, RAD52 anneal inh -65 and XiGFP reactiv 0.0.
CC(C)NC(=O)N[C@@H]1CC[C@@H](CCn2cc(-c3ccc(F)cc3)nn2)O[C@H]1CO was read as ERAP1 inh 3, INS-1E GSIS act 4, ARNT-TACC3 inh 8, F508del corr 1.1, esBAF inh 15, RAD54 branch 7, RAD52 anneal inh 6 and XiGFP reactiv -0.7.
COc1ccc(C)cc1NC(=O)CCc1c(C)nn(-c2ccc(N3CCCCC3)nn2)c1C was read as ERAP1 inh 0, INS-1E GSIS act -17, ARNT-TACC3 inh 5, F508del corr -0.7, esBAF inh 61*, RAD54 branch -12, RAD52 anneal inh -13 and XiGFP reactiv 0.0.
Screening CN1CCN(CCCNC(=O)c2ccc(CS(=O)(=O)c3ccc(Br)cc3)o2)CC1 returned INS-1E GSIS act -3, F508del corr -2.5, esBAF inh -7, RAD54 branch 0, RAD52 anneal inh -5 and XiGFP reactiv 1.9.
`O=C(COC(=O)Cc1c(Cl)cccc1Cl)Nc1ccccc1-c1ccccc1` gave INS-1E GSIS act -6, ARNT-TACC3 inh -11, esBAF inh -6 and XiGFP reactiv -0.1.
For COc1ccc(-c2noc(N3CCCC(C(=O)Nc4ccc(C(C)=O)cc4)C3)n2)cc1 (stereo not given) the results were ERAP1 inh 0, INS-1E GSIS act 28, ARNT-TACC3 inh 10, F508del corr -0.7, esBAF inh 48*, RAD54 branch -5, RAD52 anneal inh -12 and XiGFP reactiv 0.1.
`Cc1[nH]c2ccccc2c1C(=O)CCl` gave ERAP1 inh -3, INS-1E GSIS act 6, ARNT-TACC3 inh -7, F508del corr 1.6, RAD52 anneal inh -16 and XiGFP reactiv 0.3.
`COC(=O)CSc1ncnc2scc(-c3ccccc3)c12` gave INS-1E GSIS act 60*, ARNT-TACC3 inh -4, F508del corr 2.3, esBAF inh -5, RAD52 anneal inh -22 and XiGFP reactiv -0.2.
Screening O=C(NC(NC(=S)N1CCOCC1)C(Cl)(Cl)Cl)c1cccc2ccccc12 (stereo not given) returned ERAP1 inh 2, INS-1E GSIS act -21, ARNT-TACC3 inh -2, RAD54 branch 5, RAD52 anneal inh -3 and XiGFP reactiv 0.0.
Screening CCOC(=O)c1ccc(/C=C2\c3ccccc3C(=O)N2c2ccccc2)cc1F returned ERAP1 inh 0, INS-1E GSIS act -11, ARNT-TACC3 inh 18, F508del corr 1.4, esBAF inh 26, RAD54 branch 10, RAD52 anneal inh 2 and XiGFP reactiv 0.1.
`Cc1cc(F)ccc1NC(=O)Cn1c(C)csc1=O` gave ERAP1 inh 2, INS-1E GSIS act 6, ARNT-TACC3 inh -3, F508del corr -1.4, esBAF inh -13, RAD54 branch 1, RAD52 anneal inh -13 and XiGFP reactiv 0.9.
`O=C(NCc1ccc2c(c1)OCO2)c1cc(COc2c(F)cccc2F)on1` gave ERAP1 inh 0, INS-1E GSIS act 26, ARNT-TACC3 inh 1, F508del corr -0.2, esBAF inh 0, RAD54 branch -4, RAD52 anneal inh -4 and XiGFP reactiv 0.3.

Molecules from the list above that have two or more sulfur atoms, in the order listed:
COc1ccc(NC(=S)NCc2cccs2)cc1OC was read as ERAP1 inh 0, INS-1E GSIS act 4, ARNT-TACC3 inh 1, F508del corr -2.2, esBAF inh 1, RAD54 branch -5, RAD52 anneal inh -8 and XiGFP reactiv -0.2.
`COC(=O)CSc1ncnc2scc(-c3ccccc3)c12` gave INS-1E GSIS act 60*, ARNT-TACC3 inh -4, F508del corr 2.3, esBAF inh -5, RAD52 anneal inh -22 and XiGFP reactiv -0.2.

Next part.
CC(C)C#Cc1ccc2c(c1)O[C@@H](CN(C)C(=O)CC1CC1)[C@H](C)CN([C@H](C)CO)S2(=O)=O was read as ERAP1 inh -1, INS-1E GSIS act -16, ARNT-TACC3 inh 3, F508del corr 0.9, esBAF inh 3, RAD54 branch -11, RAD52 anneal inh 0 and XiGFP reactiv 0.1.
`Cc1ccc(S(=O)(=O)NC(CC(C)C)C(=O)NCC(C)(C)N2CCOCC2)cc1` (stereo not given) gave ERAP1 inh -1, INS-1E GSIS act -6, ARNT-TACC3 inh -1, F508del corr -0.2, esBAF inh -2, RAD54 branch -12, RAD52 anneal inh -4 and XiGFP reactiv 0.1.
COc1ccc(-c2n[nH]c(C(F)(F)F)c2-c2cc3ccccc3o2)c(O)c1 was read as INS-1E GSIS act 31, ARNT-TACC3 inh -2, esBAF inh -6 and RAD54 branch -3.
CC(=O)OCC(=O)N1CCN(c2ccc([N+](=O)[O-])cc2)CC1 was read as ERAP1 inh 1, INS-1E GSIS act -15, ARNT-TACC3 inh -1, RAD52 anneal inh -16 and XiGFP reactiv 0.0.
CCCCN(C)c1c(C)nc2ccc(C(=O)N3CCN(C(C)=O)CC3)cn12 was read as ERAP1 inh -1, F508del corr -6.2, esBAF inh 5, RAD54 branch -7, RAD52 anneal inh -3 and XiGFP reactiv 0.2.
Screening c1ccc(SCc2nc(-c3ccncc3)n[nH]2)nc1 returned ERAP1 inh -1, INS-1E GSIS act 8, ARNT-TACC3 inh 3, F508del corr 1.2, RAD52 anneal inh -10 and XiGFP reactiv 0.0.
Screening COc1ccc(N2CCN(Cc3cc(=O)oc4ccc(Cl)cc34)CC2)cc1 returned INS-1E GSIS act 34, ARNT-TACC3 inh 2, esBAF inh -8 and RAD54 branch -8.
`Cc1ccccc1CSc1nc2c(c(=O)[nH]1)CCC2` gave ERAP1 inh 1, INS-1E GSIS act 30, ARNT-TACC3 inh -5, F508del corr -1.3, esBAF inh -8, RAD54 branch -8 and RAD52 anneal inh -16.
For O=C(COC(=O)C1CC2CCCC(C1)C2=O)Nc1ccc(Cl)cn1 (stereo not given) the results were ERAP1 inh -5, INS-1E GSIS act -6, ARNT-TACC3 inh -2, F508del corr 0.9, esBAF inh -1, RAD54 branch -5, RAD52 anneal inh -19 and XiGFP reactiv 0.1.
For Clc1ccccc1CNCc1ccncc1 the results were ERAP1 inh -1, INS-1E GSIS act 0, ARNT-TACC3 inh 2, F508del corr -1.0, esBAF inh -8, RAD54 branch 1, RAD52 anneal inh -13 and XiGFP reactiv 0.0.
Screening C[C@H](CO)N1C[C@H](C)[C@H](CN(C)S(C)(=O)=O)OCCCC[C@H](C)Oc2ccc(NC(=O)Nc3cccc4ccccc34)cc2C1=O returned ERAP1 inh 0, INS-1E GSIS act -5, ARNT-TACC3 inh 7, F508del corr -0.3, esBAF inh -3, RAD54 branch -2, RAD52 anneal inh -15 and XiGFP reactiv 0.0.
For CCOc1ccc(NC(=O)CN(C)C(=O)Cc2ccsc2)cc1OCC the results were ERAP1 inh 2, ARNT-TACC3 inh 22, F508del corr 1.1, esBAF inh 0, RAD54 branch 4, RAD52 anneal inh -17 and XiGFP reactiv 0.0.
`COC(=O)CCCC1=CC2=C(c3ccccc3)C(=O)C(C)(OC(=O)C3CCCC3)C(=O)C2=CN1Cc1ccco1` (stereo not given) gave ERAP1 inh 5, INS-1E GSIS act 9, ARNT-TACC3 inh 0, F508del corr 4.6, esBAF inh 4, RAD54 branch -7, RAD52 anneal inh -30 and XiGFP reactiv 0.0.
O=C(COc1ccccc1Cl)NCCCNC(=O)c1ccncc1 was read as ERAP1 inh -2, INS-1E GSIS act 8, ARNT-TACC3 inh -1, F508del corr -3.0, esBAF inh 0, RAD54 branch -2, RAD52 anneal inh -3 and XiGFP reactiv 0.1.
Screening CCC(=O)Oc1ccc2ccccc2c1CNC(=O)c1ccccc1 returned INS-1E GSIS act -13, ARNT-TACC3 inh -6, esBAF inh -30, RAD54 branch 11 and XiGFP reactiv 0.0.
Screening CCOc1ccc(CCNC(=O)CSc2ncn[nH]2)cc1OCC returned ERAP1 inh -2, INS-1E GSIS act 29, ARNT-TACC3 inh -2, F508del corr 1.9, esBAF inh -6, RAD54 branch -15, RAD52 anneal inh -1 and XiGFP reactiv 0.3.
`CCCNC(=O)N(C)C[C@H]1Oc2ncc(-c3ccc(F)cc3)cc2C(=O)N([C@@H](C)CO)C[C@@H]1C` gave ERAP1 inh 0, INS-1E GSIS act -4, ARNT-TACC3 inh -9, F508del corr -1.0, esBAF inh -4, RAD54 branch -7, RAD52 anneal inh 4 and XiGFP reactiv -0.3.
